# Source: PubChem BioAssay
# MEP2 TOR yeast: yeast TOR pathway MEP2-GFP modulation | GFP response vs DMSO, % at 10 µM | 0.51% of 330,000 active | AID 2016 | S. cerevisiae MEP2-GFP strain, flow cytometry GFP, 3 h; 100% = DMSO control level;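 active = GFP response versus DMSO above a set limit, roughly screen mean plus 3 SD, cut at about 180% in these data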;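 note: median GFP fluorescence of the barcode-gated MEP2-GFP cells per well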
# EBNA-1 inh: blocks EBNA-1 binding to DNA. EBNA-1 DNA binding, fluorescence polarization. inhibition, % at 14.8 µM. 0.34% of 300,000 active. AID 1950; in the data active = inhibition above about 28%
# ZTA counter: counter-screen for EBNA-1 inhibitors: inhibitors of Epstein-Barr virus ZTA; P03206; ZTA-DNA binding, fluorescence polarization; inhibition, % at 11 µM; 0.15% of 320,000 active; in the data active = inhibition above about 33%
# LAP4-GFP MLPCN: alters LAP4-GFP fluorescence in TOR pathway yeast screen; S. cerevisiae LAP4-GFP multiplex, flow cytometry GFP, 3 h; median GFP as percent of DMSO wells; GFP response vs DMSO, % at 10 µM; 0.34% of 320,000 active;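 active = GFP response vs DMSO above a set limit, about the screen mean plus 3 SD, cut at about 150% in these data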
# RPL19A TOR yeast: yeast TOR pathway RPL19A-GFP modulation; S. cerevisiae RPL19A-GFP strain, flow cytometry, 3 h; active compounds read low; percent response vs DMSO, % at 10 µM; 0.3% of 330,000 active;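 active = percent response vs DMSO below 50%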;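 note: median channel GFP fluorescence of the barcoded RPL19A-GFP strain; ratio of sample median GFP to plate DMSO average so 100% = DMSO; lower means less RPL19A-GFP as with rapamycin TOR inhibition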
# proCasp3 act: procaspase-3 (human) activation; P42574; recombinant procaspase-3 D3A, Ac-DEVD-pNA absorbance 405 nm; activation, % at 8.5 µM; 0.11% of 330,000 active; AID 463141;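 active = activation above the mean of all tested compounds plus 3 SD, cut at about 21% in these data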;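 note: 0% = DMSO alone and 100% = DMSO wells spiked with extra 5 µM PC-3 D3A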
#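 material = Procaspase-3 D3A mutant | probe or stimulus = Ac-DEVD-pNA | compound = single dose, 8.5 µM nominal compound, 0.8% DMSO | timing = 1 h preincubation, 2 h reaction | measured by = 405 nm absorbance of p-nitroaniline, reads at 0 and 120 min | benchmarks = DMSO-only low control, 5 µM PC-3 D3A high control | repeats = singlicate, each compound tested once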
# proCasp7 act: counter-screen for procaspase-3 activators: activators of human procaspase-7; P55210; recombinant procaspase-7, Ac-DEVD-pNA absorbance 405 nm; D23A/D198A/D206A triple mutant, cannot self-cleave; scale: DMSO 0, 5 µM enzyme 100; activation, % at 8.5 µM; 0.093% of 330,000 active; AID 463210;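 active = percent activation above the screen-wide mean plus 3 SD, cut at about 25% in these data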
#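 Replicates: singlicate. Assay system: Procaspase-7 triple mutant (PC-7 D3A). Signal: 405 nm absorbance of p-nitroaniline. Times: 1 h preincubation, 2 h reaction. Buffer or medium: Zinc-free HEPES pH 7.4 with 300 mM NaCl, 0.01% Triton X-100. Also added: DEVD-pNA substrate. Benchmarks: DMSO wells as 0%, DMSO with 5 µM added PC-7 as 100%.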
# AHR act: activates the human aryl hydrocarbon receptor; AID 2796; 2.5% of 320,000 active; activation, % at 5 µM; AHR-responsive luciferase reporter cells, luminescence; P35869; in the data active = activation above about 47%;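 note: 0% = vehicle wells and 100% = reference agonist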
# * marks the source's active call; other numbers are inactive results; nt = not tested or not shown; [ ] = dose if it differs, or a comment.
SMILES,MEP2 TOR yeast,EBNA-1 inh,ZTA counter,LAP4-GFP MLPCN,RPL19A TOR yeast,proCasp3 act,proCasp7 act,AHR act
O=C(CSCc1ccccc1)Nc1ccc(Cl)cn1,101,-2,-24,103,94,-2,2,3
CCN(CC)S(=O)(=O)c1ccc(N2CCOCC2)c(NC(=O)C(=O)c2c(-c3ccccc3)cc3ccccn23)c1,108,4,-12,98,97,-6,-17,-1
CC(C)(C)OC(=O)NC(CO)c1cn([C@@H](Cc2cc3ccccc3[nH]2)C(=O)N2CCN(C(=O)OC(C)(C)C)CC2)nn1 (stereo partly specified),90,4,6,120,99,10,-3,0
O=C(CN(CC1CCCO1)C(=O)CNS(=O)(=O)c1ccc(F)cc1)NCCc1ccccc1 (stereo unspecified),102,1,-23,101,100,3,-8,1
Cc1cc(C)c(S(=O)(=O)N2CCN(C(=O)CCOc3ccccc3C)CC2)c(C)c1,94,nt,4,97,96,4,4,0
CCc1cccc(C)c1NC(=S)N(CCOC)C(C)c1ccco1 (stereo unspecified),100,1,-3,102,99,-4,-13,-1
CC(=O)c1sc(NC(=O)c2ccccc2)nc1-c1ccccc1,109,7,-11,98,108,-1,-1,2
COc1ccc(N2C(=O)c3ccccc3NC23C(=O)N(C)c2ccccc23)cc1 (stereo unspecified),99,6,7,96,94,-8,7,4
CN(C)c1ccc(CC(=O)c2nc3ccccc3s2)cc1,104,-5,-9,98,103,-2,-20,20
CC(C)NC(=O)N(C)C[C@@H]1Oc2c(NC(=O)C3CCOCC3)cccc2C(=O)N([C@@H](C)CO)C[C@H]1C,99,nt,nt,96,102,2,5,0
O=C(CN1CCN(S(=O)(=O)c2ccc(Br)cc2)CC1)c1ccc(O)c(O)c1,104,0,-1,98,97,0,-5,6
O=C1C(Cl)=C(N2CCN(Cc3ccccc3)CC2)C(=O)N1Cc1ccccc1,89,-4,-11,94,96,-14,-9,10
Cc1ccc(C2C3=C(CC(C)(C)CC3=O)N(CCN3CCOCC3)C3=C2C(=O)CC(C)(C)C3)cc1,100,2,-13,90,92,-9,-5,1
NC(=O)C1(N2CCCCC2)CCN(Cc2ccccc2Cl)CC1,110,8,-6,98,103,-1,-1,0
COc1cccc(N2C(=O)CC(NNc3nc4ccccc4s3)C2=O)c1 (stereo unspecified),98,-6,2,103,97,-1,8,0
CC(=O)Nc1ccc(NC(=O)C(C)Sc2nnc(C3CC3)n2-c2ccccc2)cc1 (stereo unspecified),99,nt,13,105,99,0,0,-1
COc1ccc(CC(=O)OCC(=O)N2CCc3ccccc32)cc1OC,105,nt,-7,97,96,12,3,4
COc1ccc(C(=O)N/N=C/c2sc3ccccc3c2O)cc1,109,8,11,129,99,-15,4,24
O=C(NCc1n[nH]c(=S)n1-c1ccc(F)cc1)c1ccco1,102,-10,-5,98,102,-3,6,-3
Cc1c(NC(=O)CSc2nnc3c4ccccc4n(CCc4ccccc4)c3n2)c(=O)n(-c2ccccc2)n1C,101,-4,-8,94,94,-12,1,-4
Cc1ccccc1NS(=O)(=O)c1ccc(C(=O)NCC(c2ccco2)N2CCCCC2)cc1 (stereo unspecified),105,-11,7,107,103,-2,2,2
COc1ccccc1C(=O)N/C(=C\c1cn(C)c2ccccc12)C(=O)NCCCn1ccnc1,107,-7,8,101,99,7,3,18
O=C(CN1C(=O)NC2(CCCCCCC2)C1=O)N1CCc2ccccc2C1,105,4,10,98,92,3,-8,1
CN(NC(=O)COc1ccccc1)c1ccccc1,120[may fluoresce violet],5,-1,93[may fluoresce violet],92[may fluoresce violet],9,9,0
CCCNC(=O)COc1ncnc2sccc12,99,3,10,97,93,6,-4,2
COc1ccccc1N1CCN(C(=O)c2cc(-c3ccc(C)cc3)on2)CC1,104,-12,-14,112,98,2,15,0
Cc1ccc(Nc2nc(N)c([N+](=O)[O-])c(N3CCOCC3)n2)cc1,123,3,-7,94,89,4,-1,81*
CCC(OC(=O)CN1C(=O)c2ccccc2C1=O)C(=O)NC1CCCC1 (stereo unspecified),89,-6,-2,93,96,2,5,-3
C=CCn1c(=N)c(C(=O)NCCCOC)cc2c(=O)n3ccccc3nc21,114[may fluoresce violet],-1,5,90[may fluoresce violet],80[may fluoresce violet],-12,-17,10
O=C(/C=C/c1c(Cl)cccc1Cl)NCCc1ccccc1,97,-5,1,97,97,3,-4,-5
CCC(=O)Nc1sc(C(=O)Nc2ccccc2)c(C)c1C(=O)OC,98,2,-12,116,97,-8,3,-3
CNS(=O)(=O)c1ccc2c(c1)NC(=O)C1CCCN21 (stereo unspecified),102,0,-9,103,99,13,-3,0
Cc1ccc(N(CC(=O)NCc2cccs2)S(=O)(=O)c2cccs2)cc1,95,-5,2,83,96,-7,10,4
COc1ccc(OC)c(C2CC(=O)N3CN(c4ccccc4F)CSC3=C2C#N)c1 (stereo unspecified),100,-6,-2,99,96,-19,-22,-1
O=C(NCc1cccnc1)C(=O)c1c[nH]c2ccccc12,106,6,9,98,98,-5,13,44
O=C1C=C(NC2CCCCC2)CCC1,100,13,-9,123,99,0,5,2
COC(=O)c1ccc(NC(=S)NCCC2=CCCCC2)cc1,93,1,4,95,99,1,3,-1
Cc1cccc(C)c1OCc1cc(C(=O)N2CC3C[C@@H]4CC2C[C@H](C3)C4)no1,89,-4,2,96,95,6,1,12
CCNC(=S)Nc1cc(C(=O)N2CCCC2)ccc1N1CCCC1,101,0,1,99,102,1,-6,0
O=C(NCCCN1CCOCC1)c1ccc2c(c1)N(Cc1ccccc1)CCS2,97,-3,-8,99,100,-13,-14,4
CCN1C(=O)[C@H]2[C@@H](c3ccc(-c4ccccc4)cc3)N3CCCC[C@@]3(C(=O)OC)[C@H]2C1=O,98,-6,8,98,96,-2,2,-2
O=C(Nc1ccc(CN2CCOCC2)cc1)c1cccs1,102,6,-10,97,nt,3,0,6
Cc1ccc(-c2onc3ccc(C=O)cc23)cc1,89,9,3,109,93,0,-3,0
COC(=O)N/N=C/c1cc(Cl)c(OCc2ccccc2F)c(OC)c1,89,-7,-9,94,95,0,-1,3
CC(NC(=O)c1ccc(Cl)cc1)c1nnc(SCC(=O)NC2=NCCS2)n1C (stereo unspecified),96,-10,-26,95,100,-8,2,-2
COc1ccc(-c2nc(CSCC(=O)NC3CCCC3)c(C)o2)cc1OC,96,-18,-3,92,97,1,7,5
O=C(Nc1nnc(SCc2c(Cl)cccc2Cl)s1)c1ccc2ncsc2c1,96,-4,0,90,93,4,-3,3
O=C(CCc1ccc(S(=O)(=O)N2CCCCC2)cc1)c1nnc(-c2ccccc2)o1,104,-6,-3,98,98,6,3,1
C[C@@H]1O[C@@H](OC[C@H]2O[C@@H](Oc3cc(O)c4c(=O)cc(-c5ccc(O)c(O)c5)oc4c3)[C@H](O)[C@@H](O)[C@@H]2O)[C@H](O)[C@H](O)[C@H]1O,101,nt,nt,105,114,9,1,0
Cc1cccc(C(=O)NNC(=O)c2ccccc2[N+](=O)[O-])c1,103,-5,-15,102,100,-1,0,2
COc1cc(/C=N/NC(=O)COc2cc(C)cc(C)c2)ccc1OS(=O)(=O)c1ccc(C)cc1,125,-3,-11,113,107,-2,15,6
COc1ccc(-c2nn(-c3ccccc3)cc2/C=N/O)cc1OC,104,-3,12,113,100,4,5,38
COc1c(C)cc(C(=O)C2CCCN(C(=O)Cn3ccc(C)n3)C2)cc1C (stereo unspecified),96,-7,-12,89,101,-4,5,2
Clc1ccc(Cn2ncc3c(N4CCCC4)ncnc32)cc1,98,-6,9,100,95,-8,6,-2
Cc1ccc(CNC(=O)CN(Cc2cccs2)C(=O)C2(C)CC(=O)N=C3C=CC=CN32)cc1 (stereo unspecified),100,-7,13,92,104,2,0,1
CCOC(=O)C1(Cc2ccccc2C(F)(F)F)CCN(C2CCN(C(C)C)CC2)CC1,100,-2,18,88,94,5,11,2
O=C(O)CCCC(=O)N1CCN(c2cccc(Cl)c2)CC1,100,10,12,99,98,10,3,1
COc1ccc(N2CCN(C(=O)c3cc4c(s3)CCCCC4)CC2)cc1,96,nt,-3,102,96,4,3,7
CC1CN(C(=O)COC(=O)c2ccc(F)cc2Cl)CC(C)O1 (stereo unspecified),93,-11,10,100,94,-4,3,0
Cc1c(O)ccc(/C=N/Nc2nc(-c3cccnc3)nc3ccccc23)c1O,83,1,8,95,86,-36,-6,27

# Random excerpt: 2 entries already listed.
SMILES,MEP2 TOR yeast,EBNA-1 inh,ZTA counter,LAP4-GFP MLPCN,RPL19A TOR yeast,proCasp3 act,proCasp7 act,AHR act
Clc1ccc(Cn2ncc3c(N4CCCC4)ncnc32)cc1,98,-6,9,100,95,-8,6,-2
O=C(O)CCCC(=O)N1CCN(c2cccc(Cl)c2)CC1,100,10,12,99,98,10,3,1

# (next part)
SMILES,MEP2 TOR yeast,EBNA-1 inh,ZTA counter,LAP4-GFP MLPCN,RPL19A TOR yeast,proCasp3 act,proCasp7 act,AHR act
CN1CCc2c(n(CC(O)CN(CCO)CCO)c3ccccc23)C1=O (stereo unspecified),98,3,-1,80,96,8,5,3
CCNc1nc(NCC)nc(N(n2cnnc2)S(=O)(=O)c2ccc(C)cc2)n1,100,-10,-21,93,100,-12,2,0
Cc1cccc(NC(NC(=O)Cc2ccccc2)C(Cl)(Cl)Cl)c1 (stereo unspecified),100,-4,4,92,105,2,7,10
c1nc(N2CCCC2)c2[nH]cnc2n1,103,-3,-1,103,94,6,0,-3
COC(=O)c1cc(S(=O)(=O)N2CCN(Cc3ccccc3)CC2)cn1C,102,-18,-20,101,103,-2,-2,6
O=C(C1CCC1)N1CCN(c2cccc(C(F)(F)F)c2)CC1,110,-6,3,106,108,-2,-1,-8
Cc1ccccc1N=C1N=C(N)c2ccccc21,115,3,-1,105,105,5,-1,4
CC(C)CCOP(=O)(c1ccc(N(C)C)cc1)C(O)c1ccc(C(C)C)cc1 (stereo unspecified),108,-4,-3,79,108,-1,1,2
CCOc1cc(NS(=O)(=O)c2ccc(OC)cc2)c(OCC)cc1NC(=O)c1ccco1,91,5,-1,92,98,1,-1,1
COc1cccc(OC)c1C(=O)OCC(=O)N1CC(C)CC(C)C1 (stereo unspecified),101,nt,8,100,101,3,5,0
CCN(CC)CCN1C(=O)C(=O)/C(=C(/O)c2ccc(S(=O)(=O)N3CCOCC3)cc2)C1c1ccccc1 (stereo unspecified),102,5,0,100,105,5,-5,-1
CCOc1cccc(-c2nnc3n2N=C(c2cc(OC)ccc2OC)CS3)c1,102,-6,9,135,94,0,4,24
COc1cc(NC(=O)c2cccc(Br)c2)nc(OC)n1,93,5,10,96,97,0,-3,9
COc1ccc(S(=O)(=O)N2CCCCCC2)cc1C(=O)Nc1ccccn1,99,-13,-3,97,98,5,6,7

# An excerpt from above in order of the proCasp3 act value, rising:
canonical_smiles	MEP2 TOR yeast	EBNA-1 inh	LAP4-GFP MLPCN	RPL19A TOR yeast	proCasp3 act	AHR act
COC(=O)c1cc(S(=O)(=O)N2CCN(Cc3ccccc3)CC2)cn1C	102	-18	101	103	-2	6
COc1cc(NC(=O)c2cccc(Br)c2)nc(OC)n1	93	5	96	97	0	9
CCOc1cc(NS(=O)(=O)c2ccc(OC)cc2)c(OCC)cc1NC(=O)c1ccco1	91	5	92	98	1	1
COc1cccc(OC)c1C(=O)OCC(=O)N1CC(C)CC(C)C1 (stereo unspecified)	101	nt	100	101	3	0
COc1ccc(S(=O)(=O)N2CCCCCC2)cc1C(=O)Nc1ccccn1	99	-13	97	98	5	7
